HT1080 viability = HT1080 cell viability loss – fluorescence readout (AID 620). 87,000 compounds, 0.42% hits. cytotoxicity, % at 10 µM; hits with a dose series show EC50 in µM. HT1080 viability, fluorescence; higher % means a stronger effect;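 further: cells exposed to compound overnight then 4 h with Alamar Blue; 0% = vehicle DMSO and 100% = killing control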
PMK inhibit = S. pneumoniae PMK inhibition | purified PMK, PK/LDH-coupled NADH absorbance 340 nm | AID 539 | 65,000 compounds, 0.49% hits | inhibition, % at 10 µM;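 active means top-ranked compounds by inhibition in the single 10 µM screen, taking a fixed number of the strongest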;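 further: 0% = full reaction with DMSO carrier and 100% = background rate without enzyme reaction; no value below 0 was filed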
LYP inhibition = LYP phosphatase inhibitors, primary screen, biochemical, DiFMUP fluorescence, recombinant catalytic domain, 10 µM (AID 606). 52,000 tested, under 10 active. recombinant LYP catalytic domain, DiFMUP fluorescence; higher % means a stronger effect. one-dose inhibition, % at 10 µM; IC50 in µM for titrated hits;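 active means IC50 under 40 µM in the dose-response test; inactive means IC50 of 40 µM or more, or never dose-tested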
Alkaline phosphatase = inhibition of tissue-nonspecific alkaline phosphatase – biochemical, luminescent (AID 518) | purified TNAP enzyme, luminescent substrate readout; higher % means a stronger effect | one-dose inhibition, % at 20 µM; IC50 in µM for titrated hits | 64,000 compounds, 0.09% hits; in the data active means a potency from the dose series; inactive means the rest, 99 in 100 with inhibition below about 22%;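 further: plate controls were vehicle for no effect and reference inhibitor for full effect; many of its hits are not listed in these tables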
HPDE-C7 cytotoxicity = HPDE-C7 pancreatic duct cell viability loss – fluorescence, HTS (AID 430) | HPDE-C7 pancreatic duct cells viability, fluorescence; higher % means a stronger effect | cytotoxicity, % at 10 µM, or EC50 in µM where a hit was titrated | 63,000 compounds, 1.8% hits;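 further: cells exposed to compound for 48 hours before viability readout; 0% = vehicle and 100% = reference cytotoxic drug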
Bfl-1 inhibitors = Bfl-1 inhibitors, primary screen, biochemical, fluorescence polarization, FITC-Bid, mouse (AID 432) | FITC-Bid BH3 peptide fluorescence polarization displacement; higher % means a stronger effect | displacement, % at 20 µM; hits with a dose series show IC50 in µM | 64,000 compounds, 0.02% hits; in the data active means a potency from the dose series; inactive means the rest, 99 in 100 with displacement below about 15%; further: strong numbers were not always called active
DPM-DC inhibit = S. pneumoniae DPM-DC inhibition | purified DPM-DC, PK/LDH coupled NADH fluorescence | calls only at 10 µM | 65,000 compounds, 0.49% hits | AID 556;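 active means the 320 compounds with the highest percent inhibition in the single-dose primary screen, excluding strongly autofluorescent ones, cut at about 32% in these data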;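 further: kinetic rate of NADH fluorescence loss reporting ADP formed by the decarboxylase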
HPDE-C7K KRASV12 = cytotoxicity in KRAS-transformed pancreatic duct cells, primary screen, cell-based, fluorescence, HTS (AID 431). 63,000 compounds, 1.7% hits. cytotoxicity, % at 10 µM, or EC50 in µM where a hit was titrated. HPDE-C7K KRASV12 cells, Alamar Blue viability, 48 h; higher % means a stronger effect;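 active means compounds whose percent cytotoxicity in the single-dose primary screen, scaled between solvent and toxic-drug controls, exceeds 50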;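 further: 0% = DMSO solvent wells and 100% = doxorubicin-treated wells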
MK inhibit = inhibitors of Streptococcus pneumoniae mevalonate kinase. purified MK, PK/LDH-coupled NADH absorbance 340 nm. inhibition, % at 10 µM. 65,000 compounds, 0.48% hits. AID 555;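 active means ranked among the strongest by inhibition in the single 10 µM screen, a fixed top-ranked set picked for dose follow-up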; further: no value below 0 was filed
PMK inhibit pilot replicates = also measured in PMK inhibit; calls as there; inhibition, %; measured here: pilot screen replicates
MK inhibit pilot replicates = also measured in MK inhibit; calls as there; inhibition, %; measured here: pilot screen replicates
DPM-DC inhibit pilot screen % = second read-out of DPM-DC inhibit, no call of its own (marks repeat the call); inhibition, %; measured here: pilot screen trials
An asterisk follows results filed as active; i = inactive; . = not tested or not shown; + = active, no number. Unless noted, no stated cut-off is given here; in the data, active means cytotoxicity above about 50%; inactive means the rest.

SMILES | HT1080 viability | PMK inhibit | LYP inhibition | Alkaline phosphatase | HPDE-C7 cytotoxicity | Bfl-1 inhibitors | DPM-DC inhibit | HPDE-C7K KRASV12 | MK inhibit | others
Cc1cc(C)nc(N(C#N)Cc2ccccc2Cl)n1 | 2% | 3 | 6% | 6% | 13% | -1% | i | 13% | 4
CCCCCCn1c(NCC)nc2c1c(=O)n(C)c(=O)n2C | -3% | 7 | 3% | 8% | 9% | 1% | i | 10% | 9
CCNCC(O)COCC(O)CNCC (stereo not given) | 2% | 8 | -9% | 11% | 0% | -9% | i | 14% | 16 | PMK inhibit pilot replicates=1.5;MK inhibit pilot replicates=0.0;DPM-DC inhibit pilot screen %=0.0
COc1ccc(-n2nc(C(=O)NCC(=O)NCC3CCCO3)c3ccccc3c2=O)c(OC)c1 (stereo not given) | 1% | 3 | 10% | -11% | -18% | -4% | i | 1% | 5
Cc1cc(C)n2nc(SCC(=O)c3cc(C)n(-c4cc(C)on4)c3C)nc2n1 | -8% | 20 | 9% | 4% | -6% | -8% | i | 3% | 0
O=C(c1ccco1)N1CCN(C(c2cccs2)c2sc3ncnn3c2O)CC1 (stereo not given) | 9% | 0 | 3% | 3% | 2% | 3% | i | 12% | 35
COc1ccc(C(=O)c2no[n+]([O-])c2C(=O)c2ccc(OC)cc2)cc1 | . | 6 | 6% | 14% | . | 8% | i | . | 14
O/N=C1\CCC\C1=C/c1ccco1 | 19% | 8 | -7% | 8% | -8% | 10% | + | 0% | 4
Cc1ccc(S(=O)(=O)NCCOCCNS(=O)(=O)c2ccc(C)cc2)cc1 | 3% | 9 | 10% | 5% | -4% | 0% | i | -2% | 11
N#Cc1nc(-c2cccs2)oc1NCc1ccc2c(c1)OCO2 | 4% | 0 | 3% | 11% | 23% | -1% | . | 30% | 7
Cc1cccnc1NC(=O)c1c(O)c2cccc3c2n(c1=O)CCC3 | -6% | 11 | 8% | 11% | -13% | -7% | i | -4% | 0
COc1ccc(C)cc1NC(=O)CN1CCN(CC(=O)Nc2ccccc2F)CC1 | -1% | 9 | -6% | 1% | -7% | -1% | i | -8% | 0
CCOc1ccc(-c2nnc(SCC(=O)N(CC)CC)n2N)cc1 | 3% | 0 | 4% | 9% | -5% | 0% | i | -3% | 8
CCCS(=O)(=O)N1CCCC(C(=O)NCCCN(C)Cc2ccccc2)C1 (stereo not given) | 18% | 6 | . | 4% | 5% | -4% | i | 5% | 0
O=C(CCc1nc2ccccc2[nH]c1=O)OCC(=O)N1CCc2ccccc21 | -8% | 13 | . | 7% | -7% | -2% | i | -12% | 5
Cc1nc(SCC(=O)Nc2ccc(C)c(F)c2)c2oc3ccccc3c2n1 | 12% | 5 | . | 5% | 9% | -2% | i | 24% | 11
Cc1ccnc(N2CCC(C(=O)Nc3nnc(C)s3)CC2)n1 | 8% | 16 | -5% | 12% | -13% | -9% | i | -12% | 0
O=C(NCc1cccnc1)/C(=N\O)c1ccccc1 | 2% | 6 | -11% | 10% | 19% | 3% | i | 1% | 0 | PMK inhibit pilot replicates=0.0;MK inhibit pilot replicates=0.0;DPM-DC inhibit pilot screen %=0.0
CCOC(=O)CN1C(=O)C(C)(C)Oc2ccc(C(=O)NC(C)(C)CC)cc21 | -11% | 5 | -4% | 3% | -11% | -6% | i | -1% | 9
Cc1cccc2cc(CN(CCCO)C(=O)Nc3cccc(Cl)c3)c(=O)[nH]c12 | -15% | 11 | 1% | 9% | 9% | -12% | i | 8% | 7

By substructure, the compounds so far containing a Cl atom (two)
SMILES | HT1080 viability | PMK inhibit | LYP inhibition | Alkaline phosphatase | HPDE-C7 cytotoxicity | Bfl-1 inhibitors | DPM-DC inhibit | HPDE-C7K KRASV12 | MK inhibit | others
Cc1cc(C)nc(N(C#N)Cc2ccccc2Cl)n1 | 2% | 3 | 6% | 6% | 13% | -1% | i | 13% | 4
Cc1cccc2cc(CN(CCCO)C(=O)Nc3cccc(Cl)c3)c(=O)[nH]c12 | -15% | 11 | 1% | 9% | 9% | -12% | i | 8% | 7

Quoted from the entries so far, 3 compounds:
SMILES | HT1080 viability | PMK inhibit | LYP inhibition | Alkaline phosphatase | HPDE-C7 cytotoxicity | Bfl-1 inhibitors | DPM-DC inhibit | HPDE-C7K KRASV12 | MK inhibit | others
CCCCCCn1c(NCC)nc2c1c(=O)n(C)c(=O)n2C | -3% | 7 | 3% | 8% | 9% | 1% | i | 10% | 9
CCNCC(O)COCC(O)CNCC (stereo not given) | 2% | 8 | -9% | 11% | 0% | -9% | i | 14% | 16 | PMK inhibit pilot replicates=1.5;MK inhibit pilot replicates=0.0;DPM-DC inhibit pilot screen %=0.0
COc1ccc(-n2nc(C(=O)NCC(=O)NCC3CCCO3)c3ccccc3c2=O)c(OC)c1 (stereo not given) | 1% | 3 | 10% | -11% | -18% | -4% | i | 1% | 5

More entries.
SMILES | HT1080 viability | PMK inhibit | LYP inhibition | Alkaline phosphatase | HPDE-C7 cytotoxicity | Bfl-1 inhibitors | DPM-DC inhibit | HPDE-C7K KRASV12 | MK inhibit | others
O=C(CN1C(=O)c2ccccc2S1(=O)=O)N1CCc2ccccc21 | 1% | 3 | 4% | 3% | . | 3% | i | . | 4
O=C1COc2ccc3ccccc3c2CN1 | 2% | 2 | 7% | 0% | -7% | -4% | i | -10% | 6
Cc1cc(C(=O)CN2C(=O)c3ccccc3S2(=O)=O)c(C)n1CC1CCCO1 (stereo not given) | . | 14 | 1% | 14% | 0% | -4% | i | -3% | 0
CC1CCCN(Cc2nc3c(c(=O)n(C)c(=O)n3C)n2CC(=O)c2ccccc2)C1 (stereo not given) | -9% | 4 | 5% | 6% | 11% | 6% | i | 5% | 0
CS(=O)(=O)N(CC(=O)NC1CCCC1)c1ccc2c(c1)OCCO2 | 12% | 13 | 10% | 2% | -4% | -7% | i | -2% | 6
CCOc1cc(C2C(C(=O)OC(C)C)=C(C)N=C3SCCC(=O)N32)ccc1OC(C)=O (stereo not given) | -5% | 15 | 0% | 11% | 2% | -3% | i | 3% | 5 | PMK inhibit pilot replicates=2.5;MK inhibit pilot replicates=2.0;DPM-DC inhibit pilot screen %=0.5
C=CCn1c(SCc2ccc(C#N)cc2)nnc1-c1cccc(Cl)c1 | 1% | 1 | 1% | 13% | 2% | -2% | i | 19% | 3 | PMK inhibit pilot replicates=1.5;MK inhibit pilot replicates=2.0;DPM-DC inhibit pilot screen %=1.5
C=CCn1c(=O)c2c(nc3n2CCS3)n(C)c1=O | 2% | 11 | 20% | 10% | -12% | 1% | i | -15% | 3
CC1=Nn2c(nnc2-c2ccccn2)SC1 | -1% | 7 | -5% | 12% | 8% | -12% | i | -5% | 9 | PMK inhibit pilot replicates=0.0;MK inhibit pilot replicates=0.0;DPM-DC inhibit pilot screen %=2.0
COc1ccc2ccccc2c1C1CC(=O)N2CN(Cc3ccco3)CSC2=C1C#N (stereo not given) | -12% | 7 | 0% | 4% | -3% | -6% | i | -10% | 12
CC(=O)NCC1=C(NC(C)=O)C2CC1C(C)(C)C2C (stereo not given) | 4% | 0 | -21% | 15% | 2% | 0% | i | 4% | 0
COc1ccc(OC)c(S(=O)(=O)N2CCC(C(=O)NCCC3=CCCCC3)CC2)c1 | 29% | 0 | 4% | 2% | . | 0% | i | . | 3
COc1ccc(C2CC(c3cc(OC)ccc3OC)n3nnnc3N2)cc1 (stereo not given) | 12% | 6 | -9% | 11% | -1% | -6% | i | 2% | 3
COc1c(Br)cc(Br)cc1/C=N/n1c(C)nnc1C | -4% | 14 | -4% | 14% | 3% | 4% | i | 11% | 4
N#Cc1ccc(C23CC4CC(CC(C4)C2)C3)[nH]c1=O | 18% | 10 | -1% | 13% | -34% | 1% | i | -16% | 6
CC(=O)c1cccc(NC(=O)C2CCCN(S(C)(=O)=O)C2)c1 (stereo not given) | 0% | 11 | 0% | 0% | -12% | -2% | i | -21% | 6
C=CCN1C(=O)CN=C1NCc1ccccc1 | 11% | 9 | -3% | 7% | -15% | -6% | i | -2% | 9
O=C(NCc1ccco1)c1cc2sccc2n1Cc1ccc(F)cc1 | -4% | 12 | . | 15% | -4% | -3% | i | 0% | 0
O=C(Nc1ccc(S(=O)(=O)C(F)F)cc1)c1cccc(S(=O)(=O)N2CCOCC2)c1 | 4% | 8 | -22% | 2% | 0% | -2% | i | -2% | 5
CCOC(=O)c1sc2nc(CSCC(=O)OCc3ccc(C(=O)OC)o3)[nH]c(=O)c2c1C | 10% | 20 | . | 7% | -6% | -6% | i | -7% | 7

Random excerpt: 4 records from the list, in no set order.
SMILES | HT1080 viability | PMK inhibit | LYP inhibition | Alkaline phosphatase | HPDE-C7 cytotoxicity | Bfl-1 inhibitors | DPM-DC inhibit | HPDE-C7K KRASV12 | MK inhibit | others
C=CCn1c(SCc2ccc(C#N)cc2)nnc1-c1cccc(Cl)c1 | 1% | 1 | 1% | 13% | 2% | -2% | i | 19% | 3 | PMK inhibit pilot replicates=1.5;MK inhibit pilot replicates=2.0;DPM-DC inhibit pilot screen %=1.5
C=CCN1C(=O)CN=C1NCc1ccccc1 | 11% | 9 | -3% | 7% | -15% | -6% | i | -2% | 9
COc1ccc(C2CC(c3cc(OC)ccc3OC)n3nnnc3N2)cc1 (stereo not given) | 12% | 6 | -9% | 11% | -1% | -6% | i | 2% | 3
CS(=O)(=O)N(CC(=O)NC1CCCC1)c1ccc2c(c1)OCCO2 | 12% | 13 | 10% | 2% | -4% | -7% | i | -2% | 6

Further compounds follow:
SMILES | HT1080 viability | PMK inhibit | LYP inhibition | Alkaline phosphatase | HPDE-C7 cytotoxicity | Bfl-1 inhibitors | DPM-DC inhibit | HPDE-C7K KRASV12 | MK inhibit | others
Cc1cc(NC(=O)Cn2nc(C(F)(F)F)c3c2CCC3)no1 | 9% | 5 | 1% | 12% | 6% | -8% | i | 9% | 7
COc1cc(OC)cc(-c2nc(N)n[nH]2)c1 | 3% | 5 | . | 14% | 8% | -2% | i | 8% | 2 | PMK inhibit pilot replicates=2.5;MK inhibit pilot replicates=0.0;DPM-DC inhibit pilot screen %=2.5
Cc1nc(N2CCN(S(=O)(=O)c3ccc(F)cc3)CC2)c2c(C)c(C)sc2n1 | 2% | 10 | . | 2% | -1% | 3% | i | -2% | 11
CCCCC(=O)Nc1nnc(C)s1 | 4% | 13 | 16% | 4% | -5% | -6% | i | 1% | 0
COc1ccc(CCNS(=O)(=O)c2cn(C)c(=O)n(C)c2=O)cc1OC | -1% | 2 | 1% | 4% | -5% | -5% | i | 2% | 11
CC(=O)NCC(=O)N(Cc1ccco1)C1(C(=O)NC2CCCCC2)CCCCC1 | . | 0 | . | 10% | -49% | -8% | i | -15% | 10 | PMK inhibit pilot replicates=2.0;MK inhibit pilot replicates=0.0;DPM-DC inhibit pilot screen %=1.0
COc1cc2c(cc1OC)-c1cc(NC3CCCC3)nc(=O)n1CC2 | -3% | 2 | 6% | 13% | 7% | 12% | i | 27% | 8
COCc1cc(C)nc(SCC(=O)Nc2ccc3c(c2)OCO3)c1C#N | -7% | 0 | 6% | 8% | -5% | -8% | i | -6% | 0

Compound activity: PubChem, several laboratories
